# T cell modulator: modulators of CD8 T cell-vesicle binding, primary screen, mouse 2C CD8+ T cells, flow cytometry; 2C CD8+ T cell-vesicle binding; active compounds read low; calls only at 7 µM; hit rate 0.068% among 330,000;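 active means response, share of CD8 T cells binding vesicles, and their 90th percentile fluorescence all below set limits, cut at about 80% in these data, passing the limit was not always enough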
#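 Incubation: binding step 1.5 h, 37 °C, antibody labelling 20 min, ice; system: murine 2C transgenic CD8+ T lymphocytes; technique: cytometric PE anti-B7-1 and Alexa647 anti-CD8 signals after 1% paraformaldehyde fixation; also added: QL9-charged Drosophila Ld/ICAM-1/B7-1 vesicles; control set: naked versus QL9-loaded vesicles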
# T cell modulator vesicle-bound %: also measured in T cell modulator; calls as there; double positive events, %; measured here: CD8+ vesicle-bound cell fraction;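 binding gate set so that unloaded-vesicle control wells show 10% double positive cells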
# * hit, by the source's call; i = inactive. A portion of the library (hit frequency here may not be typical).
mol | T cell modulator vesicle-bound % | T cell modulator
O=C(O)CCc1ccc(-c2ccc(Cl)cc2)n1CC(=O)Nc1ccccc1 | 64 | i
O=c1c2c(c(-c3ccccc3)nn1Cc1ccccc1)CCCC2 | 50 | i
CCCCc1cc(=O)oc2cc(OCC(=O)NC3CCN(Cc4ccccc4)CC3)ccc12 | 64 | i
Cc1ccc(S(=O)(=O)N2CCN(C(=O)CN3C(=O)c4ccc([N+](=O)[O-])cc4C3=O)CC2)c(C)c1 | 26 | i
COc1ccc(CCNC(=O)C2CCN(C(=O)c3ccc(F)cc3)CC2)cc1 | 55 | i
Cc1cc(C(=O)NNC(=O)c2sccc2C)c(C)o1 | 15 | i
COc1ccc(NC(=O)C2CCCN(S(=O)(=O)c3ccc4c(c3)CCCN4C(C)=O)C2)cc1Cl (stereo unspecified) | 10 | i
O=C(Nc1cccc(NC(=O)c2ccc(Br)cc2)c1)c1ccccc1 | 18 | i

# A draw from above in order of molecular weight, rising.
mol | T cell modulator vesicle-bound % | T cell modulator
Cc1cc(C(=O)NNC(=O)c2sccc2C)c(C)o1 | 15 | i
O=C(O)CCc1ccc(-c2ccc(Cl)cc2)n1CC(=O)Nc1ccccc1 | 64 | i
O=C(Nc1cccc(NC(=O)c2ccc(Br)cc2)c1)c1ccccc1 | 18 | i

# Following part.
mol | T cell modulator vesicle-bound % | T cell modulator
Cc1noc(C)c1NC(=O)Nc1cccc2c1O[C@H](CN(C)S(=O)(=O)c1ccc(F)cc1)[C@@H](C)CN([C@H](C)CO)C2=O | 29 | i
COc1ccc(NC(=O)Nc2nnc(Cc3ccccc3)s2)cc1 | 47 | i
CCOC(=O)N1CCN(C(=O)CN2C(=O)c3ccccc3S2(=O)=O)CC1 | 46 | i
COc1ccc(CCC(C)NCc2cccc(Br)c2)cc1 (stereo unspecified) | 46 | i
CC(=O)Nc1ccc(NC(=O)C(C)Sc2nnc(-c3ccc4c(c3)OCO4)o2)cc1 (stereo unspecified) | 49 | i
CCOc1ccc(CCNC(=O)CCCn2c(=O)c3cccn3c3cccnc32)cc1OCC | 42 | i
COc1ccc(/C=N/NC(=O)c2ccc(NC(C)=O)cc2)cc1COc1ccc(F)cc1F | 48 | i
Cc1cccc(NC(=O)c2ccccc2NC(=O)c2ccccc2)n1 | 2 | i
COc1ccc(OC)c(NC(=O)c2cccc(NC(=O)c3ccccc3C(=O)O)c2)c1 | 55 | i
C[C@H](NC(=O)[C@H](Cc1ccccc1)NC(=O)c1cc2cc(Cl)ccc2n1C)C(=O)O | 56 | i
CCCOc1cccc(C2/C(=C(/O)c3ccc4c(c3)CC(C)O4)C(=O)C(=O)N2CCN2CCOCC2)c1 (stereo unspecified) | 21 | i
COc1cccc(-c2c(C(=O)N/N=C(\C)c3ccncc3)nnn2-c2nonc2N)c1 | 24 | i
O=C(NCCS(=O)(=O)c1ccc(Br)cc1)c1ccccc1 | 21 | i
CCCCNC(=O)CSc1nnc(Cc2ccc(Cl)c(Cl)c2)c(=O)[nH]1 | 7 | i
CCC(C)NC(=O)c1ccc(Cl)c(S(=O)(=O)Nc2ccccc2N2CCOCC2)c1 (stereo unspecified) | 42 | i
CCOc1ncccc1C(=O)Nc1cc(S(=O)(=O)N2CCCCC2)ccc1OC | 36 | i
CCC(C)(C)N(C(=O)CCC(=O)Nc1cc(C)on1)C(C(=O)NC(C)(C)C)c1ccc(OC)cc1 (stereo unspecified) | 24 | i
O=C(c1ccc(=O)[nH]n1)N1CCN(S(=O)(=O)c2ccccc2F)CC1 | 24 | i
O=C(CC(=O)Nc1ccc(Cl)cc1Cl)Nc1ccc(Cl)cc1Cl | 53 | i
CN(C(=O)/C=C/c1ccc(F)cc1)C1CCCCC1 | 30 | i
CNC(=O)COc1coc(CN2CCN(Cc3ccccc3)CC2)cc1=O | 35 | i
Cn1c(SCC(=O)Nc2nccs2)nnc1-c1cccnc1 | 49 | i
Cc1ccc(C(=O)Nc2ccc3c(c2)OCCO3)cc1S(=O)(=O)N1CCOCC1 | 34 | i
Cc1cccc(C)c1NC(=O)c1cnn(-c2ccccc2)c1C | 52 | i
O=C(Nc1ccc(C(=O)NCc2ccccc2)cc1)C1=CSCCO1 | 25 | i
COc1ccccc1CNC(=O)C1CCC(CNS(=O)(=O)c2cccs2)CC1 (stereo unspecified) | 30 | i
Cc1ccc(COC(=O)c2cc(S(=O)(=O)N3CCOCC3)ccc2C)cc1 | 37 | i
CCOc1ccc(NC(=O)CN(C)C(=O)C2CC(=O)N(c3ccc4c(c3)OCCO4)C2)cc1OCC (stereo unspecified) | 40 | i
NS(=O)(=O)c1ccc(NCCCn2ccnc2)c([N+](=O)[O-])c1 | 39 | i
NC(=O)CSc1oc(-c2ccco2)nc1S(=O)(=O)c1ccc(F)cc1 | 12 | i
O=C(N/N=C\c1c(O)ccc2ccccc12)c1ccc(O)cc1 | 25 | i
COc1ccc(S(=O)(=O)Nc2cc3c4c(c2)CCC(=O)N4CCC3)cc1C | 48 | i
CS(=O)(=O)N(CC(=O)N1CCCC1)c1cccc(F)c1 | 24 | i
O=C(Nc1cccc(-c2nn[nH]n2)c1)c1ccc(Br)s1 | 67 | i
CCOC(=O)C1=C(COC(=O)CCOc2ccccc2C)NC(=O)NC1C (stereo unspecified) | 28 | i
COCCn1c(C)cc(C(=O)COC(=O)c2ccc(S(=O)(=O)N(C)C)cc2)c1C | 28 | i
CSc1ccccc1OCc1cc(C(=O)N(C)Cc2c(C)n[nH]c2C)no1 | 27 | i
COC(=O)c1cc(S(=O)(=O)NCc2ccc3c(c2)OCO3)c[nH]1 | 25 | i
O=C(NCCc1c[nH]c2ccccc12)C(=O)c1c[nH]c2ccccc12 | 23 | i
CCOC(=O)Cn1nc(NC(=O)COc2ccc(F)cc2)cc1C | 28 | i

# Record cards, from the list above. Order of values: T cell modulator vesicle-bound %, T cell modulator
# `O=C(NCCc1c[nH]c2ccccc12)C(=O)c1c[nH]c2ccccc12` is listed as 23, i
# `CSc1ccccc1OCc1cc(C(=O)N(C)Cc2c(C)n[nH]c2C)no1` is listed as 27, i
# `COC(=O)c1cc(S(=O)(=O)NCc2ccc3c(c2)OCO3)c[nH]1` is listed as 25, i

# The listing picks up, starting three compounds before the break.
mol | T cell modulator vesicle-bound % | T cell modulator
COC(=O)c1cc(S(=O)(=O)NCc2ccc3c(c2)OCO3)c[nH]1 | 25 | i
O=C(NCCc1c[nH]c2ccccc12)C(=O)c1c[nH]c2ccccc12 | 23 | i
CCOC(=O)Cn1nc(NC(=O)COc2ccc(F)cc2)cc1C | 28 | i
CS(=O)(=O)c1ccc(-c2cccc(NC(=O)COc3ccccc3)c2)nn1 | 28 | i
COc1cc(NC(=O)C2C3C=CC(C3)C2C(=O)O)ccc1NC(=O)c1ccccc1 (stereo unspecified) | 71 | i
Cc1ccccc1SCC(=O)NNC(=O)c1ccccc1O | 27 | i
COc1cc(OC)cc(C(=O)NC(c2ccccc2)c2ccccc2)c1 | 60 | i
CCOc1ccc(NC(=O)CN(C)C(=O)c2ccc(N3CCCCC3)c([N+](=O)[O-])c2)cc1OCC | 64 | i
O=C(NC1CC2CCCC(C1)N2C(=O)Nc1ccccc1)c1ccccc1 (stereo unspecified) | 58 | i
C=CCOn1c(=O)c(-c2ccc(C)cc2)[n+]([O-])c2ccccc21 | 59 | i
O=C(CSc1nnc(CNC(=O)c2ccco2)o1)Nc1ccc(Cl)cc1 | 8 | i
Nc1nonc1-n1nnc(C(=O)N/N=C/c2ccc(OCc3ccccc3F)cc2)c1CNc1ccccc1 | 3 | i
CC(C)c1ccc(S(=O)(=O)N2CCN(C(=O)C3CCCCC3)CC2)cc1 | 42 | i
CC(=O)c1cccc(NC(=O)CCCCCn2nnc3ccccc3c2=O)c1 | 43 | i
COc1ccc(S(=O)(=O)N2CC(C)OC(C)C2)cc1C(=O)N1CCCCC1 (stereo unspecified) | 62 | i
COc1ccc(/C=N/Nc2cc(C)nc3ccc(OC)cc23)c(OC)c1 | 42 | i
O=C(O)c1ccc(-n2nnc3ccccc32)c([N+](=O)[O-])c1 | 23 | i
COc1ccc(NC(=O)CN(C)CC(=O)N(CC(C)C)c2c(N)n(CC(C)C)c(=O)[nH]c2=O)cc1 | 26 | i
COC(=O)c1cccc(NC(=O)c2ccc[n+]([O-])c2)c1 | 58 | i
Cc1c(C(=O)N2CCN(c3ccccc3)CC2)oc2c(Cl)cccc12 | 37 | i
CCOC(=O)C1(Cc2cccc(Cl)c2)CCCN(C(=O)CCSC)C1 (stereo unspecified) | 54 | i
Cc1nnc2sc(SCC(=O)N3CCC(C)CC3)nn2c1=O | 13 | i
COc1cccc(CN(C)C(=O)CN2C(=O)NC3(CCCc4ccccc43)C2=O)c1 (stereo unspecified) | 27 | i
COc1ccc(/C=N/NC(=O)c2ccc(OC)c(OC)c2)cc1COc1c(F)c(F)c(F)c(F)c1F | 42 | i
Cc1nn(-c2ccccc2)c(C)c1C(=O)OC(C)C(=O)Nc1ccc(C(N)=O)cc1 (stereo unspecified) | 55 | i
CCOC(=O)C1CCN(C(=O)CC(C)S(=O)(=O)c2ccc3c(c2)NC(=O)CO3)CC1 (stereo unspecified) | 21 | i
O=c1c2cc([N+](=O)[O-])ccc2nc2n1CCCC2 | 17 | i
O=C(c1ccccc1F)N1CCN(C(=O)C(c2ccccc2)c2ccccc2)CC1 | 15 | i
N#C/C(=C\c1ccc(O)c(O)c1)C(=O)NCCc1ccccc1 | 26 | i
CCCOc1ccc(NC(=O)CC2C(=O)Nc3ccccc3N2CC(=O)N2CCCC2)cc1 (stereo unspecified) | 40 | i
COc1ccc(NC(=O)C(=O)N/N=C\c2ccc(CNC(=O)C(=O)Nc3ccc(C)c(C)c3)o2)c(OC)c1 | 44 | i
Cc1noc(C)c1CN1C(=O)c2cccc([N+](=O)[O-])c2C1=O | 20 | i
COC(=O)c1sc(NC(=O)CSc2nc3cccnc3n2C)nc1C | 34 | i
O=C1ON=C(c2ccccc2)/C1=C/c1ccccc1 | 59 | i
C/C(=N/NC(=O)c1ccncc1)c1ccc2c(c1)OCO2 | 56 | i
CCc1ccc(CCC(=O)Nc2ccc(Cl)cc2)o1 | 55 | i
Cc1ccccc1NC(=O)Cn1nc(C(=O)O)c2ccccc2c1=O | 37 | i
O=C(NC1CC1)c1cccc(S(=O)(=O)N2CCOCC2)c1 | 51 | i
O=C(CN1C(=O)NC2(CCCC2)C1=O)Nc1ccccc1N1CCCC1 | 11 | i
CC1CCCC(C)N1C(=O)COC(=O)C1CCN(S(=O)(=O)c2c(Cl)cccc2Cl)CC1 (stereo unspecified) | 24 | i
O=C(NCCN1CCOCC1)/C(=C/c1ccccc1)NC(=O)c1ccccc1 | 50 | i
COc1ccc(-c2nnc(NC(=O)c3ccc([N+](=O)[O-])o3)o2)c(OC)c1 | 69 | i
CCCCn1c(N)c(N(CC(C)C)C(=O)c2cnc(C)cn2)c(=O)[nH]c1=O | 17 | i
CCOC(=O)c1cccc(OS(=O)(=O)Cc2ccccc2)c1 | 40 | i
Cc1noc(C)c1CSCC(=O)Nc1nc2ccccc2s1 | 56 | i
O=C(C1CCC(=O)N(C2CCCCCC2)C1)N1CCN(c2ccccc2Cl)CC1 (stereo unspecified) | 14 | i
COc1cccc(OC)c1C(=O)OCC(=O)N1CCC(Cc2ccccc2)CC1 | 18 | i
Cc1cc(S(=O)(=O)c2ccc([N+](=O)[O-])cn2)ccc1Br | 17 | i
CN(CC(=O)N1CCCCCC1)S(=O)(=O)c1ccc(Br)cc1 | 50 | i
C[C@H](CO)N1C[C@H](C)[C@@H](CN(C)C(=O)Nc2ccc3c(c2)OCO3)Oc2c(NS(=O)(=O)c3ccc(F)cc3)cccc2C1=O | 12 | i
CC1(C)CC(=O)C=C(C(=O)NC2CCCc3c2cnn3-c2cc(F)cc(F)c2)O1 (stereo unspecified) | 70 | i
O=C(COC(=O)c1ccc(O)cc1)Nc1cccc(S(=O)(=O)NC2=NCCC2)c1 | 46 | i
CCCc1nnc(NC(=O)CCC(=O)NC2CC2)s1 | 8 | i
Cc1ccc(NC(=S)NC2CCSc3ccccc32)cc1C (stereo unspecified) | 61 | i
COc1cccc(CNC(=O)c2cc(S(=O)(=O)N3CCCCC3)c[nH]2)c1 | 25 | i
COc1ccc(NC(=O)CCCc2nc3ccccc3c(=O)[nH]2)cc1Cl | 21 | i
CN1CCN(S(=O)(=O)c2cccc(C(=O)N(C)CC(=O)Nc3ccc(F)c(F)c3F)c2)CC1 | 38 | i
COc1ccc(Nc2ccc([N+](=O)[O-])c3nonc23)c(OC)c1 | 30 | i
CC1=C(C(=O)N2CCCC(N3CCN(c4cccc(Cl)c4)CC3)C2)OCCO1 (stereo unspecified) | 9 | i

# Remaining list, next part.
mol | T cell modulator vesicle-bound % | T cell modulator
O=S(=O)(c1ccc2c(c1)OCCO2)N1CCN(S(=O)(=O)c2c(F)cc(F)cc2F)CC1 | 13 | i
CCOC(=O)c1csc(NC(=O)CN2CCN(C)CC2)n1 | 50 | i
Cc1ccccc1C(N)c1ccncc1 (stereo unspecified) | 60 | i
CC1CCCC(NC(=O)COC(=O)c2ccc([N+](=O)[O-])o2)C1C (stereo unspecified) | 4 | i
O=C(c1cccc(Br)c1)N1CCN(S(=O)(=O)N2CCCCC2)CC1 | 10 | i
CC(=O)N1c2ccc(S(=O)(=O)N3CCCC(C(=O)NC4CCCC(C)C4C)C3)cc2CC1C (stereo unspecified) | 17 | i
CCNC(=S)Nc1cc2oc3ccccc3c2cc1OC | 20 | i
CCCn1c(SCC(=O)NC2CCCCC2)nnc1-c1cccnc1 | 38 | i
CC(=O)Nc1ccc(C2CC(c3ccc(Cl)cc3)=NN2c2ccccc2)cc1 (stereo unspecified) | 48 | i
CC(C)(C)[C@@H]1COC(=O)[C@H](Cc2ccc(F)cc2)C/C=C\C[C@H](CC(=O)N(CCO)Cc2ccccc2)C(=O)N1 | 26 | i
CC1CCCCN1C(=O)Cn1c(=O)oc2cc(S(=O)(=O)N3CCCCC3)ccc21 (stereo unspecified) | 9 | i

# Compound activity (PubChem BioAssay)
